Screening results deposited in PubChem by National Center for Advancing Translational Sciences (NCATS).
VP16 counter = counter-screen for ROR gamma inhibitors: Gal4-VP16 reporter. Drosophila S2 Gal4-VP16 UAS-luciferase, luminescence, 20 h. Potency, µM (doses to about 53.6 µM), without a hit: top-dose activity, negative = inhibition, most hits filed as inhibitors. 3.5% of 310,000 active;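 further: Gal4-VP16 expression switched on by copper sulfate through the metallothionein promoter; on the % scale 0 is the no-effect control and ±100 the full control effect; nearly all actives have a fitted effect of over 50% in size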
CXXC DNA block = inhibitors of human MLL CXXC domain-DNA interaction; MLL-CXXC / FITC-HOXA9 DNA fluorescence polarization; 0.037% of 290,000 active; Potency, µM (titrated, usually from 115 µM), for inactives: at the top dose activity change, negative = inhibition, usual class: inhibitors; Q03164; active means well fitted inhibition curve with a large enough effect in the polarisation, with a control signal flat, not every such curve was filed as active; inconclusive means small, poorly fitted or top-dose-only effect, or effect the other way, or a change in a side signal; inactive means no such curve, though single readings can be large or run the other way; the % refers to the polarisation
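Fluorescence polarization: 7 uM MLL-CXXC (stock) preincubated 5 min with compounds, then 50 nM fluorescein-HOX-A9 DNA (stock) added; 30 min ambient. Buffer 50 mM Tris-HCl pH 7.5, 50 mM NaCl, 1 mM DTT, 0.05% BSA.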
RORgamma inh = inhibitors of mouse ROR gamma transcriptional activity; P51450; Drosophila S2 Gal4-RORgamma UAS-luciferase reporter, 20 h; Potency, µM (titrated, usually from 53.6 µM), inactives show at the highest dose activity change, negative = inhibition, most hits filed as inhibitors; 5.4% of 310,000 active; AID 2551; further: on the % scale 0 is the no-effect control and ±100 the full control effect; nearly all actives have a fitted effect of over 60% in size
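Luciferase reporter read in Schneider cells carrying Gal4-RORγ (mouse) and UAS-Photinus luciferase; cells given compound 1 h before 700 uM copper sulfate induction, then incubated 20 h at ambient temperature.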
ELG1 genotox = inducers of genotoxicity in HEK293T ELG1-luciferase cells; HEK293T ELG1-luciferase reporter, luminescence, 16 h; Potency, µM (top dose mostly 46 µM), without a hit: at the highest dose activity change, positive = activation, usual class: activators; 1.3% of 330,000 active; AID 504466; further: % of control where 0% means no effect; nearly all actives have a fitted effect of over 60% in size
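HEK293T cells expressing luciferase-tagged ELG1 were treated with compound or DMSO for 16 hr at 37°C. Luciferase activity was then read after 30 min with ONE-Glo at room temperature; rising signal flags genetic stress.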
p53 reactivator = mutant p53 re-activation in reporter cells; H1299 p53-A138V BP100-luciferase reporter, luminescence, 24 h; Potency, µM (highest dose often 92.2 µM), for inactives: at the highest dose activity change, positive = activation, hits mostly activators; 0.063% of 320,000 active; further: % of control where 0% means no effect; nearly all actives have a fitted effect of over 45% in size
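H1299 (p53-null), stable ts p53-A138V + BP100-Luc; 1000 cells/well, Opti-MEM/10% FBS; cpd 4 pt, 1:5; 24 h, 37 deg C, 5% CO2; detection reagent 10 min RT; luminescence.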
BRCA1 expr act = BRCA1 expression activation; 1.1% of 380,000 active; MCF7-BRCA1-FFLuc reporter, luminescence, 48 h; response scale: scaled: vehicle 0%, 10 µM genistein 100%; AID 624202; Potency, µM (highest dose often 46.1 µM), without a hit: top-dose activation, usual class: activators; further: nearly all actives have a fitted effect of over 80% in size; some results filed as inactive show a strong effect at the top dose
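Luminescence from a BRCA1-driven firefly luciferase in MCF7 cells was the read-out, taken 15 min after substrate addition following 48 h compound exposure at 37 °C. Data were normalized to a 10 microM genistein control and DMSO vehicle.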
uPA generation = cell surface uPA generation inhibition; cell surface uPA generation assay, qHTS; Potency, µM (series often up to 38.3 µM), inactives show at the top dose activity change, negative = inhibition, most hits filed as inhibitors; 0.31% of 330,000 active; AID 540303; active means well fitted inhibition curve with a large enough effect; inconclusive means small, poorly fitted or top-dose-only effect; inactive means no such curve, though single readings can be large or run the other way; tested in mouse RAW 264.7 cells; further: on the % scale 0 is the no-effect control and ±100 the full control effect; nearly all actives have a fitted effect of over 55% in size
Rab9 prom act = Rab9 promoter activation; Huh7 Rab9 promoter-luciferase reporter, luminescence, 24 h; Potency, µM (doses to about 9.22 µM), without a hit: top-dose activation, negative = inhibition, most hits filed as activators; 2.8% of 320,000 active; AID 485297; further: % of control where 0% means no effect; nearly all actives have a fitted effect of over 60% in size
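Rab9 promoter-driven luciferase in stably transfected Huh7 cells; 1500 cells/well rested 2 h, exposed to compound in DMSO for 24 h at 37 °C, 5% CO2. Luminescence read 10 min after adding luciferase reagent at ambient temperature.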
MBNL1-CUG inh = inhibitors of human MBNL1 binding to CUG repeat RNA. Potency, µM (series often up to 57.5 µM), without a hit: top-dose activity change, negative = inhibition, most hits filed as inhibitors. 0.036% of 280,000 active. TR-FRET MBNL1-His/biotin-(CUG)12 binding, 665/545 ratio. Q9NR56; active means well fitted inhibition curve with a large enough effect in the signal ratio, with a control signal flat, not every such curve was filed as active; inconclusive means small, poorly fitted or top-dose-only effect, or effect the other way, or a change in a side signal; inactive means no such curve, though single readings can be large or run the other way; the % refers to the signal ratio; further: on the % scale 0 is the no-effect control and ±100 the full control effect
Target sequence (Q9NR56 whole entry, looked up): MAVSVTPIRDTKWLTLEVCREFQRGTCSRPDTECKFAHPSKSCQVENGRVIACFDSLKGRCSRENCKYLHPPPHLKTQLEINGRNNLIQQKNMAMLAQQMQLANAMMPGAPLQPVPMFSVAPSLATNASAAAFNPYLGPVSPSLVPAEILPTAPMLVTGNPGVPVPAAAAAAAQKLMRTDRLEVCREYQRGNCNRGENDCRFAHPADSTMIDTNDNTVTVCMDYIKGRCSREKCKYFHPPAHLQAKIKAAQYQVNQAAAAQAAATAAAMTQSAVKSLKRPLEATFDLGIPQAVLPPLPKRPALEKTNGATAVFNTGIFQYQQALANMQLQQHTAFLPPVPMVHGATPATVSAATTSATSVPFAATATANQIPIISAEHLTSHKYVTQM
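His-tagged MBNL1 binding to biotinylated (CUG)12 RNA was measured by TR-FRET using terbium anti-His antibody (0.055 ng/ul final) and streptavidin-XL665 (5 nM final). Compounds were titrated 92 nM to 58 uM; 60 min at room temperature.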
NPC1 promoter act = activates the NPC1 promoter. Huh7 NPC1 promoter luciferase reporter, 24 h. Potency, µM (highest dose often 9.22 µM), for inactives: top-dose activation, hits mostly activators. 2.4% of 320,000 active. AID 485313;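 further: % of control where 0% means no effect; nearly all actives have a fitted effect of over 60% in size; reporter is driven by a mutant NPC1 promoter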
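Stable NPC1-promoter luciferase Huh7 line; cpd (DMSO) 24 h, 37 °C, 5% CO2; Amplite luciferase reagent 10 min RT; luminescence readout. qHTS format.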
FLuc modulator = firefly luciferase modulation, counter-screen for miR-21 project | purified FLuc, Km substrates, luminescence inhibition | Potency, µM (top dose mostly 57.5 µM), for inactives: at the highest dose activity change, negative = inhibition, actives largely listed as inhibitors | 6.9% of 360,000 active;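 further: plate controls were vehicle for no effect and reference inhibitor for full effect; nearly all actives have a fitted effect of over 55% in size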
Target sequence (P08659 whole entry, looked up): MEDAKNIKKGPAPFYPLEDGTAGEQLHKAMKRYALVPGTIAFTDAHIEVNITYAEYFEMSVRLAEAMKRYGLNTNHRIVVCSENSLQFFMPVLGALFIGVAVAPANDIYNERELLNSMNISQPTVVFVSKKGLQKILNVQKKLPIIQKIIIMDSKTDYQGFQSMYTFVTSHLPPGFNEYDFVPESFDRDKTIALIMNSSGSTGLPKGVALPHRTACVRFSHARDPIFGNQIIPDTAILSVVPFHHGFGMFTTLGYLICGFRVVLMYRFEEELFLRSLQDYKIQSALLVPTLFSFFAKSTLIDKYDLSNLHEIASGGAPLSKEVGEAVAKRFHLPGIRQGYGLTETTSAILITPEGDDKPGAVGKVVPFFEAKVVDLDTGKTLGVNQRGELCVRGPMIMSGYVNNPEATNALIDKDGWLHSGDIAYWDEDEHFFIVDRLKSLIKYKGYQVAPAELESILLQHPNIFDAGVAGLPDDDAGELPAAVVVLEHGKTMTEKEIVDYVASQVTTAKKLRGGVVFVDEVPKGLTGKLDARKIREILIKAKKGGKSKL
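Purified P. pyralis luciferase (10nM final) with 10uM D-luciferin and 10uM ATP (Km levels) in 50mM Tris acetate pH 7.5, 10mM Mg acetate, 0.01% Tween-20, 0.05% BSA; qHTS 6-point titration, ~60 µM downward; luminescence read.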
Active calls of the source: *; ? = inconclusive; / = no result given; [ ] = another dose, or the depositor's remark. Unless noted, the call rests on the fitted dose curve; in most records, active means well fitted curve in the direction sought with a large enough effect; inconclusive means small, poorly fitted or top-dose-only effect, or another doubt; inactive means no such curve, though single readings can be large; an effect the other way counts as inactive or inconclusive. Potency means the concentration at half of the fitted maximal effect.

SMILES | VP16 counter | CXXC DNA block | RORgamma inh | ELG1 genotox | p53 reactivator | BRCA1 expr act | uPA generation | Rab9 prom act | MBNL1-CUG inh | NPC1 promoter act | FLuc modulator
CN1CCN(Cc2c(O)ccc3c(-c4ccccc4)cc(=O)oc23)CC1 | 1% | -10% | 0% | -6% | 0% | 1% | -9% | -3% | ? | -2% | 1%
Cc1ccc(C(=O)N/N=C\c2ccc(OC(=O)c3cccs3)cc2)cn1 | -5% | 106%[activator] | -12% | 5% | -5% | 14% | 7% | 0% | 0% | 4% | -2%
Cc1cccc(-n2ncc3c2CCCC3NC(=O)c2ccc[n+]([O-])c2)c1C (stereo not given) | ? | 9% | 34% | -5% | -6% | -2% | 4% | -17% | -7% | -7% | 1%
Cc1ccccc1CN1CCN(CC(=O)NCc2ccccc2)CC1 | -2% | -1% | 0% | -2% | -53%[inhibitor] | -2% | 1% | 0% | 1% | -4% | 0%
CN1CCN(C(=O)c2ccc(-c3ccccc3)cc2)CC1 | 4% | -8% | 2% | 1% | 21% | 21% | 1% | -2% | -3% | 14% | -18%
CCOc1ccc(NC(=O)c2ccc(NC(=S)NC3CCCCC3)cc2)cc1 | ? | 5% | -45% | 21% | -5% | -2% | -9% | 1% | 0% | 12% | ?
Cn1c(SCc2nc3ccccc3[nH]2)nnc1-c1cccnc1 | -22% | -1% | -50% | -5% | 20% | -19% | 0% | -6% | 3% | -3% | -3%
CC(C)COc1ccc(-c2nnc(-c3ccco3)o2)cc1 | ? | -7% | ? | ? | ? | ? | -5% | 0.32µM* | 1% | 0.45µM* | 1.1µM*
O=C(COc1ccc(Cl)cc1)N/N=C/CCc1ccccc1 | -8% | 11% | -15% | 3% | -3% | 1% | -3% | 3% | -2% | -6% | -6%
COc1cccc(-n2c(N)c(C(=O)Nc3c(C)n(C)n(-c4ccccc4)c3=O)c3nc4ccccc4nc32)c1 | -8% | 2% | 13% | 1% | -1% | -16% | 11% | -17% | -2% | -12% | 0%
C#CCOc1ccc(Br)cc1C(c1c(C)[nH][nH]c1=O)c1c(C)[nH][nH]c1=O | -6% | 8% | 4% | -3% | -16% | -10% | 9% | 2% | -10% | -5% | 1%
CC(C)C(=O)Nc1c(C(=O)N2CCN(c3ncccn3)CC2)oc2ccccc12 | -4% | 10% | 4% | 2%[9.26 µM] | -7% | 2% | 6% | -4% | -3% | -1% | -3%
COc1ccc(/C=N\NC(=O)c2ccc([N+](=O)[O-])c(C)c2)cc1COc1ccccc1C(N)=O | 2% | -3% | 3% | -19% | -13% | -15% | 0% | 0% | ? | -11% | -1%
Fc1ccc(C2=NNC(=NCc3ccccc3)SC2)cc1F | -26% | 32%[activator] | 14µM* | 13% | 13% | -8% | -1% | ? | 6% | ? | ?
c1ccc(-c2cn3cccnc3n2)cc1 | 4% | 4% | -2% | ? | ? | 75% | 0% | -3% | 23% | 13% | ?
O=C(CN1CCN(c2ccccn2)CC1)Nc1ccc2ccccc2c1 | -6% | -8% | 9% | ? | ? | ? | -2% | 21% | -1% | 11% | 17µM*
Cc1ccccc1OCCC(=O)N(CC(C)C)c1c(N)n(Cc2ccccc2)c(=O)[nH]c1=O | / | / | / | / | / | -9% | 17% | 2% | / | 1% | 1%
Cc1cccc2cc(CN(C(=O)c3cccc([N+](=O)[O-])c3)C(C)C)c(=O)[nH]c12 | -21% | 1% | 1% | -5% | -1% | -13% | -2% | 0% | -6% | 14% | 0%
Cc1ccc(NC(=S)NCCCN2CCOCC2)cc1 | -2% | 11% | -5% | -1% | -9% | 19% | 0% | 2% | / | -4% | 6%
O=Cc1c(NCc2ccccc2F)c2ccccc2[nH]c1=O | 9% | 1% | -17% | -10% | ? | 10% | -3% | -3% | -11% | 7% | 3%
COc1cc(C2NC(=O)NC(C)=C2C(=O)OCC2CCCO2)ccc1O (stereo not given) | / | 2% | -7%[0.365 µM] | 3% | 0% | 3% | 14% | -6% | -6% | -3% | 2%
O=C(N/N=C/C(Cl)=C/c1ccc([N+](=O)[O-])cc1)C(=O)Nc1cccc(C(=O)O)c1 | -7% | 9% | 0% | ? | 8% | 17% | ? | ? | / | ? | 24µM*
O=C(O)C1CC=CCC1C(=O)Nc1ccccc1Cl (stereo not given) | -6% | -7% | -36% | -3% | 2% | -17% | 7% | 6% | -8% | -4% | 5%
COc1cc(NC(=O)COc2cc(O)c3c(c2)OC(C)(C)CC3=O)cc(OC)c1 | -7% | -9% | ? | -5% | 3% | 0% | -11% | 0% | -9% | 0% | ?
COc1ccccc1-c1sc2ccccc2c1-c1ccc2c(c1)OCO2 | 11% | 4% | 0% | -2% | / | -44% | -16% | -10% | 8% | 0% | -9%
CC(=O)N1c2ccc(S(=O)(=O)N3CCC(C(=O)NC4CCC(C)CC4)CC3)cc2CC1C (stereo not given) | 2% | -6% | 23% | 0%[9.26 µM] | 1% | -3% | 0% | -3% | -4% | -6% | 2%
COc1ccccc1NS(=O)(=O)c1ccc2[nH]c(=O)[nH]c2c1 | -9% | -3% | 11% | 2% | -1% | -7% | 2% | -3% | -12% | -6% | 8%
CCOC(=O)CC(=O)CSc1ccc2nnc(-c3ccc(F)cc3)n2n1 | 0% | -5% | -5% | -2% | -27% | 0% | -10% | -4% | 9% | -2% | 0%
CC(=O)c1cccc(S(=O)(=O)NC2CC2)c1 | -1% | 0% | 16% | 0% | -3% | -10% | 1% | -5% | -15% | -4% | 7%
O=C(NCc1cccc(Cl)c1)c1ccc2nc[nH]c2c1 | 1% | 9% | -12% | 3% | -10% | 2% | -3% | 15% | 0% | -1% | 4%
Cc1c(Cl)c([N+](=O)[O-])nn1Cc1ccc(C(=O)Nc2ccc(Cl)cn2)o1 | 4% | -4% | ? | -2% | -1% | -58% | 0% | -2% | ? | -4% | 6%
COc1ccc(NC(=O)CCC(=O)Nc2cc(OC)c(NC(=O)c3cccs3)cc2OC)cc1 | 2% | 3% | 38% | -8% | -8% | -23% | 0% | 1% | 7% | 2% | -1%
Cc1cccc(C(=O)Nc2cccc(C(=O)N/N=C/c3cccc(C)n3)c2)c1 | 7% | -16% | 14% | -1% | 1% | 8% | 1% | 2% | 15% | 1% | 17µM*
Brc1ccc(N=Nc2ccc3ccccc3n2)cc1 | 0.45µM* | 0% | 0.11µM* | ? | 12% | 8% | -12% | ? | / | ? | 0.021µM*
O=C(O)c1cc(-n2nnnc2SCc2ccccc2F)ccc1Cl | -17% | -7% | 18% | 0% | -2% | 3% | 2% | 2% | -7% | -2% | -3%
COC(=O)CCc1c(C)nc(N)[nH]c1=O | -1% | 10% | 1% | -3% | 2% | -4% | 1% | 0% | 1% | -8% | 1%
COCCOC(=O)/C(=C/c1ccc(OC(=O)c2ccccc2)cc1)C(C)=O | ? | -5% | 30% | ? | 0% | -21% | -8% | -1% | -6% | 2% | ?
CC(OC(=O)c1ccc(F)c(S(=O)(=O)N2CCOCC2)c1)C(=O)NCC1CCCCC1 (stereo not given) | / | / | / | -3% | -3% | 3% | -11% | 3% | / | -1% | 0%
C#CC1CN(Cc2ccccc2)CC(C#C)N1C (stereo not given) | -2% | -4% | -20% | -2% | -4% | 30% | 1% | -4% | 2% | -2% | 0%
CCCCCCn1ccc(=N)cc1 | 7.1µM* | -3% | -36% | -14% | 1% | -59% | -16% | -23% | 8% | -28% | 1%
c1ccc(-c2nc3c([nH]2)CCc2nonc2-3)cc1 | 23% | 1% | 26% | 8% | 6% | 0% | -2% | 21% | -8% | 17% | -20%
CC(=O)Nc1ccc(NC(=O)CCN2C(=O)C3CC=CCC3C2=O)cc1 (stereo not given) | / | / | / | -4% | 1% | 2% | 12% | -2% | / | 0% | 4%
C#CC[N+](C)(C)CC#Cc1ccc(Cl)cc1 | -1% | 2% | -7% | 0% | -16% | -4% | -8% | -3% | -14% | -5% | 3%
CCOCc1nnc(NC(=O)c2cc(C(=O)OC)cc([N+](=O)[O-])c2)s1 | -10% | -2% | -28% | -2% | 13% | -1% | 3% | 2% | ? | -4% | 4%
O=c1oc2cc([N+](=O)[O-])ccc2nc1/C=C(O)/C=C/c1ccccc1 | ? | ? | -82% | -1% | 5% | / | / | 12% | ? | -5% | -6%
CC(=O)N1CCN(S(=O)(=O)c2ccc(S(=O)(=O)NC3CC3)cc2)CC1 | / | -3% | -6%[0.365 µM] | 1% | 1% | 1% | / | 2% | 3% | 1% | 4%

This is a subset; count on the stated rates, not on these rows.
